Screening data from PubChem.
rCAG binder = binds r(CAG) RNA repeats; r(CAG) RNA repeat, TO-PRO-1 dye displacement fluorescence; inhibition, % at 3 µM; 370,000 tested, 1.3% active;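 active = inhibition above the plate cutoff, the mean of all test compounds on that plate plus 3 SD, cut at about 35% in these data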;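 also: 0% = DMSO alone and 100% = 100 µM mitoxantrone as full dye displacement; higher means more dye released from RNA so lower well fluorescence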
PRMT1 FP inh = PRMT1 (human) inhibition, primary screen. 370,000 tested, 1.3% active. Q99873. inhibition, % at 2.79 µM. AID 652257. recombinant PRMT1, activity-based probe fluorescence polarization;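 active = inhibition above about 21% made by adding two undisclosed values, limit read from the data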
Target sequence (Q99873 whole entry, looked up): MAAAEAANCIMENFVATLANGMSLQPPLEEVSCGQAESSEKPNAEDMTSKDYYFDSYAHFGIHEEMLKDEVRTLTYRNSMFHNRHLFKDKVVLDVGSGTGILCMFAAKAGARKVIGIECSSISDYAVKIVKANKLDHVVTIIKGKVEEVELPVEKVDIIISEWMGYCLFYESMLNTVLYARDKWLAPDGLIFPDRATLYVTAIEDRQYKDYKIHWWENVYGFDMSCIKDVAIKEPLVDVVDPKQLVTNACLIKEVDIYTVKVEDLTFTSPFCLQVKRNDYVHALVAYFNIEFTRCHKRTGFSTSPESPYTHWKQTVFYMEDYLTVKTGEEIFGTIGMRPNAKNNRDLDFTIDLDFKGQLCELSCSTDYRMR
LEDGF integ inh = blocks HIV-1 LEDGF/p75-dependent DNA integration; TR-FRET IN-LEDGF/p75 DNA integration, Eu/Cy5; inhibition, % at 3.7 µM; 370,000 tested, 0.64% active;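 active = inhibition above the screen-wide mean plus 3 SD, cut at about 13% in these data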;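 also: signal is the Cy5 over europium emission ratio at 671 and 618 nm; 0% = plate median of compound wells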
TCR CD3 inh = blocks the human TCR-CD3 interaction; 360,000 tested, 0.37% active; TAMRA-labeled TCR probe fluorescence, biochemical; inhibition, % at 9.4 µM; in the data active = inhibition above about 19%;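 also: recombinant mutant TCR 2C K166C tagged with TAMRA read by polarization; 0% = receptor in buffer alone and 100% = receptor with positive control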
UHRF1 MBD2 ctr = UHRF1 methyl-DNA binding inhibition | Q96T88 | UHRF1 binding to methylated oligo, TR-FRET | inhibition, % at 4.4 µM | 370,000 tested, 0.75% active; in the data active = inhibition above about 21%;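 also: UHRF1 SRA domain binding a hemimethylated CpG hairpin DNA probe; 0% = median of test compound wells and 100% = reference inhibitor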
mABHD4 FP = inhibitors of mouse ABHD4; purified mABHD4, FP-Rh probe fluorescence polarization; inhibition, % at 8.92 µM; 370,000 tested, 0.54% active; AID 720543;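 active = inhibition exceeding the mean over every tested compound plus 3 SD, cut at about 30% in these data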;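 also: 0% = plate median of compound wells and 100% = S159A mutant with DMSO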
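Assay system: mouse ABHD4 enzyme, wild type / Also added: fluorescent activity-based probe FP-Rh / Doses: single nominal dose of 8.92 µM, 0.89% DMSO final / Timing: 45 min compound pre-incubation plus 60 min probe step, 25 °C / Signal: FP readout, ex 525 nm / em 598 nm / Control set: S159A mutant/DMSO as 100%, compound-well median as 0%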
NR1D1 modulator = Rev-erb alpha (human) modulation | Rev-erbα–FITC-DNA binding, fluorescence polarization, 90 min | activity, % at 10 µM | AID 1259318 | P20393 | 370,000 tested, 0.79% active;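 active = activity above about 14%, limit read from the data; passing the limit was not always enough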;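 also: 0% = DMSO wells with 35 nM protein and 100% = DMSO wells with 750 nM protein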
HTRA1 inhibitor = inhibitors of human serine peptidase HTRA1. recombinant HTRA1, FP-rhodamine activity-based probe, fluorescence polarization. inhibition, % at 5.96 µM. 340,000 tested, 0.5% active; in the data active = inhibition above about 36%;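 also: 0% = enzyme with DMSO and 100% = wells lacking enzyme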
Target sequence (Q92743 whole entry, looked up): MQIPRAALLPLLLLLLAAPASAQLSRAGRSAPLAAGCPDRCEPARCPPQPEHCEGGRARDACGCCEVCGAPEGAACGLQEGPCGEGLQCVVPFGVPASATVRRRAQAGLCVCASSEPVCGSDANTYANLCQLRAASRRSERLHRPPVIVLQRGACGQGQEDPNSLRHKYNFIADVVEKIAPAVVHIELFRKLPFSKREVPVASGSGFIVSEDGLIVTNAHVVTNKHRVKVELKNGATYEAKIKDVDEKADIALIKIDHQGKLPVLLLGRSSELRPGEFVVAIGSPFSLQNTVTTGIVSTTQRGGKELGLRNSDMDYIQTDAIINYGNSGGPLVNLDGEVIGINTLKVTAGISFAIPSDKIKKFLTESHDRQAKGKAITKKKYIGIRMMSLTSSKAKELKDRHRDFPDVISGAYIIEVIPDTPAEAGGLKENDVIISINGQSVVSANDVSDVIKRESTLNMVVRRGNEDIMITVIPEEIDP
MBD2 DNA inh = MBD2-methylated oligo binding inhibition; 370,000 tested, 0.31% active; inhibition, % at 4.4 µM; Q9UBB5; TR-FRET, MBD2 binding to methylated oligonucleotide; AID 686964; in the data active = inhibition above about 13%
PG9 binder = PG9 antibody binding by small molecule. TR-FRET gp120-PG9 antibody binding. inhibition, % at 6.7 µM. 360,000 tested, 0.43% active. AID 624416; in the data active = inhibition above about 8.5%
* marks the source's active call; other numbers are inactive results; / = not tested or not shown. This is a subset; rates above refer to the full screens.

SMILES	rCAG binder	PRMT1 FP inh	LEDGF integ inh	TCR CD3 inh	UHRF1 MBD2 ctr	mABHD4 FP	NR1D1 modulator	HTRA1 inhibitor	MBD2 DNA inh	PG9 binder
Cc1ccc(C(=O)N2CCC3CC2c2cc(-c4ccc5c(c4)OCO5)ccc23)cc1 (stereo not drawn)	6	-3	-2	3	-1	4	1	-44	-1	-2.1
COc1ccc(S(=O)(=O)Nc2cccc3c2O[C@H](CN(C)C(=O)Nc2ccc(C(F)(F)F)cc2)[C@@H](C)CN([C@H](C)CO)C3=O)cc1	10	6	-2	10	6	-36	0	-22	3	-0.3
Cc1[nH]c2ccccc2c1C(=O)C(=O)NCc1ccncc1	-1	0	-1	-9	4	-5	3	-7	-2	0.8
CCOC(=O)C1CCCN(C(=O)C2CCCN(S(C)(=O)=O)C2)C1 (stereo not drawn)	-5	-4	0	5	4	5	-5	5	4	-2.3
COc1cccc(C2=NOC(C(=O)N3CCc4ccccc4C3)C2)c1 (stereo not drawn)	1	-2	7	4	-7	0	2	-9	-4	0.0
CCCCC(=O)Oc1cc(C)[nH]c(=O)c1[N+](=O)[O-]	3	4	2	-1	6	-4	-4	4	1	-0.8
Cc1ccc(C2/C(=C(/O)c3ccc(OC(C)C)cc3)C(=O)C(=O)N2CCN2CCOCC2)cc1 (stereo not drawn)	8	-1	3	5	-2	2	-7	5	-2	0.4
CCc1nnc(NC(=O)c2ccc(S(=O)(=O)N3CCCCC3C)cc2)s1 (stereo not drawn)	2	-3	6	-2	-3	2	5	-2	-7	-4.4
O=C(O)c1ccc2c(=O)n3c(nc2c1)/C(=C/c1ccccc1OC(F)F)CC3	4	4	-3	-7	2	6	-2	7	2	-1.8
Cc1ccc(C2=[N+]([O-])C(C)(C)N(O)C2(C)C)cc1	4	1	4	7	4	6	4	-1	-6	-0.5
C=C(C)C1CC=C(C)/C(=N/NC(=O)c2ccoc2C)C1 (stereo not drawn)	-2	-2	0	-2	0	3	1	-4	-1	-1.3
O=c1cc(-c2ccc(O)cc2)oc2c(C3O[C@H](CO)[C@@H](O)[C@H](O)[C@H]3O)c(O)cc(O)c12 (stereo partly drawn)	2	3	2	-2	-9	0	-3	5	1	-2.3
COc1ccc2nc(N3CCCC(O)C3)c(C#N)cc2c1 (stereo not drawn)	8	18	3	2	-6	0	-5	6	4	0.0
COc1ccc2ccc(OC)c(/C=N/NC(=O)c3cc4ccccc4o3)c2c1	10	-4	2	3	0	-56	12	-95	1	-1.1
COc1ccc(C2Nc3cccc4cccc(c34)N2)cc1	8	2	0	-1	-7	2	-10	4	0	-6.8
CCN1CCN(CCNC(=O)c2cc(Cl)c(NC(=O)C3=C(C)OCCS3)cc2OC)CC1	-9	-2	1	8	-2	-6	-7	-5	4	-0.6
CC(C)CCNC(=O)[C@H]1COC(O)([C@H](Cc2ccccc2)NC(=O)[C@@H](NC(=O)OCc2ccccc2)C(C)C)CN1C (stereo partly drawn)	/	-1	-4	/	0	3	-3	/	0	/
Cc1cc(NC(=O)COc2coc(CN3CCN(c4ccccc4)CC3)cc2=O)no1	1	-2	2	-14	0	0	0	1	-5	0.7
CC(=O)Nc1ccc2c(c1)OCCOCCOc1cc(NC(C)=O)ccc1OCCO2	13	-4	6	-1	-3	-11	-18	-1	0	1.7
CCOC(=O)c1sc(C)c2c(=O)n(Cc3ccc(Cl)cc3)cnc12	-3	1	0	-4	2	-4	0	1	4	0.0
COc1ccc(NC(=O)c2cc(S(=O)(=O)N(C)C)ccc2N2CCCC2)cc1Cl	4	-1	-1	7	1	-3	2	-17	-4	-2.3
O=C1NC2(CCC3(CC2)OCCO3)NN1c1ccc(Cl)cc1	-1	12	-3	1	1	8	0	/	1	-1.0
O=C(O)Cn1nnc(-c2ccc(OCc3ccccc3Cl)cc2)n1	39*	5	-1	4	1	-6	-2	7	3	-7.2
CCC(=O)NC(=S)Nc1ccc(NC(=O)COc2ccccc2)cc1	6	2	0	-4	1	1	3	-2	1	-2.8
CC(=O)Oc1cccc(/C=C2\C=C(c3ccc(C)cc3)OC2=O)c1	13	5	-1	7	-1	-8	0	-5	2	-0.1
The listing continues:
SMILES	rCAG binder	PRMT1 FP inh	LEDGF integ inh	TCR CD3 inh	UHRF1 MBD2 ctr	mABHD4 FP	NR1D1 modulator	HTRA1 inhibitor	MBD2 DNA inh	PG9 binder
O=C(Nc1ccnn1C1CCN(Cc2ccccc2)CC1)C1CCCC1	-5	-5	1	8	-1	-1	3	1	-6	-1.6
O=C(COC(=O)c1cccnc1)c1ccc(Cl)cc1	5	-1	-1	-4	0	2	-1	-7	2	1.2
COc1ccc(OC)c(CNc2nc3ccccc3n2CCN2CCCCC2)c1	-5	2	-1	-3	3	3	0	-13	0	0.5
O=C(Nc1ccccc1)c1ccccc1N=Cc1ccccc1O	-2	-2	4	1	-2	5	-6	-7	-5	1.1
COc1ccc(C)cc1NC(=O)C1CCCN(S(=O)(=O)c2ccc(-n3cnnn3)cc2)C1 (stereo not drawn)	1	-1	0	1	0	2	3	4	2	-1.8
O=C(CCN1CCN(c2ccccc2)CC1)Nc1ccc2c(c1)OCO2	-6	-2	2	-7	-2	3	-6	-1	3	-2.3
O=C(O)c1cccc(NC(=O)c2ccccc2NC(=O)c2cccc([N+](=O)[O-])c2)c1	30	5	-3	3	10	-22	0	2	5	0.3
CCOc1cc(C(=O)OCC(=O)Nc2cccc(C)c2)ccc1OCC(=O)N1CCOCC1	0	0	2	1	2	0	7	1	-2	-2.0
Cc1noc(-c2ccc(Cl)cc2)c1C(=O)O/N=C(\N)c1ccc(C(C)(C)C)cc1	0	-1	-3	2	1	3	-3	-2	-1	0.5
CCOC(=O)C1CCN(CC(=O)c2c(C)[nH]c3ccccc23)CC1	3	3	5	-5	5	-4	-5	-1	8	0.1
CCc1nc2ccc(C(=O)NCCc3c[nH]c4ccccc34)cn2c1N(C)Cc1ccc(N(C)C)cc1	5	-1	-8	-1	1	6	-1	/	0	-3.1
CCOC(=O)N1CCC(NC(=O)Cn2ncc3ccccc32)CC1	-3	-2	-3	2	0	1	-4	-4	-1	-1.8
CC(C)CN(C(=O)CN1CCN(c2ccc(F)cc2)CC1)c1c(N)n(CC(C)C)c(=O)[nH]c1=O	-4	-2	0	-7	1	9	-1	1	-3	-0.5
C=CCn1nnnc1SCC(=O)Nc1ccc(OC)cc1	-1	0	-1	-2	-4	3	3	2	3	2.1
CCN(CC)C(=O)c1[nH]cnc1C(=O)Nc1ccccc1	-4	2	-2	-3	2	-2	3	2	3	0.7
COCCCN1C(=O)c2ccc(C(=O)Nc3ccc(C)cc3C)cc2C1=O	-3	-3	1	1	0	3	-4	-2	3	-0.2
O=C(c1cccs1)n1nc(NCc2ccccc2)nc1NCc1ccccc1	0	-2	0	1	-2	-9	3	-18	5	-3.0
C[C@H](NC(=O)c1nc[nH]c1C(=O)N1CCNCC1)C(=O)OCc1ccccc1	7	9	-1	-4	9	-8	-3	7	6	1.5
Cc1cc(C(=O)NNc2ccc(C)c(C)c2)no1	0	13	0	-5	4	-6	-2	6	8	0.8
Clc1cc(-c2ccccc2)nc(-c2ccccc2)n1	-7	-6	0	-13	2	1	-1	-1	0	-1.6
Cc1ccnc2nc(C(=O)OCCOc3ccc(F)cc3)nn12	-1	-5	7	0	4	-1	-1	3	1	-1.5
CCCN(CC1CC1)C(=O)CSc1ncnc2sccc12	-5	-1	-4	5	-2	0	0	-6	-1	-0.6
O=S(=O)(c1ccc(Br)c2nsnc12)N1CCOCC1	-1	-2	0	3	20	-6	-6	1	5	-4.6
COc1cccc(CNC(=O)[C@H](C)NC(=O)C2CCN(S(=O)(=O)c3ccccc3)CC2)c1	-2	0	-5	-4	7	-4	-2	6	1	-1.3
O=C(NC(=S)NC(CO)c1ccccc1)c1ccc(F)cc1 (stereo not drawn)	1	-2	-2	1	-1	2	-3	1	3	0.6
Further results:
SMILES	rCAG binder	PRMT1 FP inh	LEDGF integ inh	TCR CD3 inh	UHRF1 MBD2 ctr	mABHD4 FP	NR1D1 modulator	HTRA1 inhibitor	MBD2 DNA inh	PG9 binder
CCN(CC(=O)Nc1ccc(NC(C)=O)cc1)C(=O)/C=C/c1cn(-c2ccccc2)nc1-c1ccc(F)cc1	7	3	-3	2	2	3	4	-9	0	-0.9
C/C(Cl)=C/CSc1nc2c(c(=O)[nH]c(=O)n2C)n1C(C)C	-6	-2	0	5	-1	2	-6	1	-3	-2.3
Oc1ccc2ccccc2c1C=NCc1cn2ccsc2n1	6	21	2	-2	6	28	4	28	-10	-0.6
Cc1[nH]oc(=O)c1N=Nc1ccc2[nH]c(=O)[nH]c2c1	0	11	0	-3	-8	3	16	5	-11	-15
N#C/C(=C\c1ccc[nH]1)C(=O)NCC1CCCO1 (stereo not drawn)	-3	5	1	3	-1	0	2	1	-1	-0.6
CCCCc1ccc(NS(=O)(=O)c2cccc(C(=O)N3CCNC(=O)C3)c2)cc1	0	-6	2	-1	0	-1	9	2	4	-3.5
Cc1ccsc1C(=O)N(Cc1nnc(-c2ccccc2Cl)o1)C1CC1	-3	2	-5	-3	3	-1	6	-6	0	3.3
COc1ccc(N(C)S(=O)(=O)c2cccc(C(=O)Nc3nnc(C)s3)c2)cc1	3	-1	-2	-7	5	-4	0	5	3	-0.7
CNCCCOc1ccc2c(c1)CCC2	0	-3	4	2	-1	6	0	1	2	0.5
Cc1cnc(C(=O)Nc2cc(F)ccc2C)cn1	1	-1	-2	-2	-2	0	0	2	1	-0.2
CC12CCC3c4ccc(O)cc4CCC3C1CCC2=O (stereo not drawn)	2	-1	-1	5	1	-5	2	-3	1	-0.6
O=C(CN1CCN(S(=O)(=O)c2ccc(C(F)(F)F)cc2)CC1)N1CCNC1=O	3	-1	8	1	-1	5	1	3	-3	0.0
O=C(CNc1cccc([N+](=O)[O-])c1)N/N=C/c1ccc([N+](=O)[O-])o1	12	11	5	5	-3	4	-2	-3	-3	-2.2
COc1ccc(OCCSc2ccc(S(=O)(=O)N3CCCC3)cn2)cc1	0	0	-1	6	0	-10	-4	-12	-5	-0.7
COC(=O)c1sc2ncn(-n3c(C)ccc3C)c(=O)c2c1C	0	-2	2	11	-4	4	-4	-1	1	-1.5
CC(=O)OC(C)[C@H]1CC[C@H]2[C@@H]3CC[C@H]4C[C@@H](OC(C)=O)CC[C@]4(C)C3=CC[C@]12C (stereo partly drawn)	5	4	0	-11	3	-5	0	4	7	0.8
Cc1cc2cc(CN(Cc3ccc4c(c3)OCO4)Cc3nnnn3C3CCCC3)c(=O)[nH]c2cc1C	1	-1	-4	-3	1	4	15	-2	1	1.1
COc1ccc(OC)c(CNC(=O)c2coc(=O)c3ccccc23)c1	-3	2	-5	-1	1	0	1	-2	-1	1.3
O=C(c1ccncc1)c1ccc(NS(=O)(=O)c2ccc(Br)s2)cc1	31	-1	2	4	-2	-2	5	-9	0	-1.8
